# Bioassay records: PubChem BioAssay, National Center for Advancing Translational Sciences (NCATS)
# PTHR1 ag: activates the human parathyroid hormone receptor PTHR1 | Q03431 | AID 743266 | Potency, µM (titrated, usually from 115 µM), inactives show at the highest dose activation, actives largely listed as activators | 410,000 compounds, 0.075% hits | HEK293 GP2 PTHR1 cells, GloSensor cAMP luminescence, 1 h; note: potency is the fitted concentration of half-maximal effect; nearly all actives have a fitted effect of over 55% in size; some results filed as inactive show a strong effect at the top dose; inactives centre near -15; many of its hits are not listed in these tables
# Target sequence (Q03431 whole entry, looked up): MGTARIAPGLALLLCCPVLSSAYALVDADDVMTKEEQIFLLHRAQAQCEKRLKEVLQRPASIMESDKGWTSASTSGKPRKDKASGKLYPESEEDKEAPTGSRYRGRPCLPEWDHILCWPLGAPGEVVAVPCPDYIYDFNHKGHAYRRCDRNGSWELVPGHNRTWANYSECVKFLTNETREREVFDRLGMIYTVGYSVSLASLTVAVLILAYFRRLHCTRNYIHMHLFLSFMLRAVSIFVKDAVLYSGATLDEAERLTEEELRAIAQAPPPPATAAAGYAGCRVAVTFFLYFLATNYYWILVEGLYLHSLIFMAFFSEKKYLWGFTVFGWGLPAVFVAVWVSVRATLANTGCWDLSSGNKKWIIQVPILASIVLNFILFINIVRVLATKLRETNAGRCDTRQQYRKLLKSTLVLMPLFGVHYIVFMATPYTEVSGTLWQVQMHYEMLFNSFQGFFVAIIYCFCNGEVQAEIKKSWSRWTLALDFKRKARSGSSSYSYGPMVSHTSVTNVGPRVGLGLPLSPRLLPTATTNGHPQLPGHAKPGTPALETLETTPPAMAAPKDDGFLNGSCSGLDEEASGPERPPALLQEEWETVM
#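 HEK-293-derived GP2 cells expressing PTHR1 and a GloSensor cAMP reporter, 3,000/well, plated overnight, given luciferin plus IBMX (each 0.5 mM as added) for 1 h at 37 °C, then compound for 1 h at 37 °C. Luminescence was read after 15 min at room temperature.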
# TDP43 rescue: inhibitors of TDP-43 toxicity in yeast; 410,000 compounds, 1.8% hits; AID 652104; Potency, µM (titrated, usually from 46.1 µM), for the others: at the top dose growth rescue (activation), most hits filed as activators; TDP-43 expressing yeast growth rescue, BacTiter-Glo, 24 h; note: potency is the fitted concentration of half-maximal effect; % of control where 0% means no effect; nearly all actives have a fitted effect of over 50% in size
#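 Growth rescue of TDP-43-toxic yeast measured as ATP luminescence (BacTiter-Glo). Cells grown to mid-log in raffinose, induced in galactose at OD600=0.02, exposed to compound 24 hr at 30 deg C.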
# D3 antag: antagonists of human D3 dopamine receptor | 360,000 compounds, 2.5% hits | D3R cells, DiscoveRx beta-arrestin luminescence, antagonist mode; hits give low values | P35462 | max response, negative = inhibition, % | AID 652054; in the data active = max response below about -50%; inconclusive = no clear call, values can overlap the other calls; note: % is set by controls: 0 for no effect and ±100 for the full control effect; mostly tested at two doses, the higher about 12 µM
# Target sequence (P35462 whole entry, looked up): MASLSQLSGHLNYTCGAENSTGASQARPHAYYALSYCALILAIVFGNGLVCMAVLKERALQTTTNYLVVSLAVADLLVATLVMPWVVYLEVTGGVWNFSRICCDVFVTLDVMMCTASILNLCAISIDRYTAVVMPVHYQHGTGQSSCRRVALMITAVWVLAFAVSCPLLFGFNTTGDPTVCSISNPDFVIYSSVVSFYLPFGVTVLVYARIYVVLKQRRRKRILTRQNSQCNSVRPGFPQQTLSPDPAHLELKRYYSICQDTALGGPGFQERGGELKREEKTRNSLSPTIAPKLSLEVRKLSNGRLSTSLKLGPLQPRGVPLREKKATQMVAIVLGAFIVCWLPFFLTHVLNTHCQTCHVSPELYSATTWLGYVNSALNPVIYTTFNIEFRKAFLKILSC
#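 Cells expressing the human receptor were seeded at 1500 cells/well, incubated overnight at 37 degrees C in 5% CO2, then exposed to library compounds with dopamine controls for 90 minutes at 37 degrees C before luminescent detection.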
# D3 ag: activates the human D3 dopamine receptor | 410,000 compounds, 0.58% hits | max activation, % | D3R DiscoveRx beta-arrestin cells, luminescence, 90 min; in the data active = max activation above about 30%; note: 0% is about no effect; mostly tested at two doses, the higher about 12 µM
#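 Cells at 1500/well, incubated overnight, then treated with pinned compounds (dopamine as control) for 90 min at 37 degrees C. DiscoveRx reagent added for 30 - 60 minutes at room temperature; luminescence read.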
# KB-V1 MDR tox: KB-V1 MDR subline cytotoxicity; KB-V1 MDR cells viability, CellTiter-Glo, 72 h; Potency, µM (highest dose often 46.1 µM), without a hit: at the highest dose activity change, negative = cytotoxicity, usual class: cytotoxic; 400,000 compounds, 3.4% hits; note: potency is the fitted concentration of half-maximal effect; % is set by controls: 0 for no effect and ±100 for the full control effect; nearly all actives have a fitted effect of over 60% in size
#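 KB-V1 MDR subline cells in DMEM (phenol-red free, 10% FBS) exposed to compounds in qHTS concentration series for 72 h at 37 degrees C. Viability read by CellTiter-Glo luminescence; concentration-effect curves fitted after normalization and correction.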
# GLP-1R inv ag: GLP-1 receptor (human) inverse agonism; HEK293 GLP-1R CRE-luciferase, luminescence, 24 h; GLP-1R form is constitutively active; Potency, µM (highest dose often 38.3 µM), for the others: top-dose activity change, negative = inhibition, hits mostly inhibitors; 410,000 compounds, 1.6% hits; note: potency is the fitted concentration of half-maximal effect; % is set by controls: 0 for no effect and ±100 for the full control effect; nearly all actives have a fitted effect of over 55% in size
#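 Stable HEK293 clone (constitutively active GLP-1R + cAMP-response luciferase); 200 cells/uL plated, 12 h pre-culture, compound 24 hr, 37 deg C/5% CO2; detection reagent 12 min RT; luminescence.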
# GLP1R cytotox: cytotoxicity in counter-screen for GLP-1R inverse agonists. HEK293 cAMP-luciferase reporter cells, luminescence, 24 h. Potency, µM (top dose mostly 38.3 µM), without a hit: at the top dose activity change, negative = inhibition, usual class: inhibitors. 410,000 compounds, 0.13% hits. AID 624418;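 note: loss of luciferase light is scored as toxicity; potency is the fitted concentration of half-maximal effect; % is set by controls: 0 for no effect and ±100 for the full control effect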
#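 Here, cytotoxicity is scored as loss of luminescence. The MLSMR collection was tested on cells seeded in medium containing 10% Nu serum, with a 24 hr compound exposure preceded by 12 hours of culture.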
# GLP1R ag: activates the human GLP-1 receptor; HEK293 GLP-1R CRE-luciferase, luminescence, 4-6 h; cells express a hypersensitive GLP-1R form; 380,000 compounds, 0.007% hits; P43220; Potency, µM (titrated, usually from 45.6 µM), without a hit: at the highest dose activation, usual class: activators; note: potency is the fitted concentration of half-maximal effect; % of control where 0% means no effect
# aSyn rescue: rescues yeast growth from alpha-synuclein toxicity | Yeast expressing alpha-synuclein, growth rescue, BacTiter-Glo, 24 h | AID 652106 | 370,000 compounds, 0.14% hits | Potency, µM (series often up to 46.1 µM), for inactives: at the top dose growth rescue (activation), usual class: activators; note: potency is the fitted concentration of half-maximal effect; % of control where 0% means no effect; nearly all actives have a fitted effect of over 65% in size
#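 Rescue of yeast growth: cells expressing toxic alpha-synuclein, induced in galactose at OD600 0.02, incubated with compound 24 h at 30 C. ATP luminescence quantified growth; inhibitors of toxicity appear as activators.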
# * marks the source's active call; other numbers are inactive results; i = inactive; ? = inconclusive; / = no result given; [ ] = another dose, or the depositor's remark. Unless noted, calls come from the whole dose curve; as a rule, active = well fitted curve in the direction sought with a large enough effect; inconclusive = small, poorly fitted or top-dose-only effect, or another doubt; inactive = no such curve, though single readings can be large; an effect the other way counts as inactive or inconclusive. Only part of the results is shown (hit frequency here may not be typical).
# Order of values – PTHR1 ag	TDP43 rescue	D3 antag	D3 ag	KB-V1 MDR tox	GLP-1R inv ag	GLP1R cytotox	GLP1R ag	aSyn rescue
> O=C(CCc1ccccc1)NNC(=O)c1cccc(F)c1
    -3%	-8%	13	12	6%	10%	-2%	5%	-4%
> CC(=O)C1=C(O)C(=O)N(c2ccc(Br)cc2)C1c1cccc(F)c1 (stereo not drawn)
    -38%[inhibitor]	-16%	7	-1	-16%	?	-6%	-5%	1%
> CCOc1ccc(C)cc1S(=O)(=O)n1ccc(C)n1
    i	7%	-1	-9	?	2%	23%	-6%	2%
> O=C(COC(=O)Cn1cnc2ccccc2c1=O)NCc1ccccc1
    -22%	10%	-16	7	7%	2%	20%	-8%	-1%
> Cc1cc(NC2CCCC2)n2ncc(-c3ccccc3)c2n1
    -29%	?	4	9	-15%	?	-16%	-3%	-6%
> COc1cc(/C=C2/SC(=O)N(CC(=O)N3CCCC3)C2=O)ccc1Oc1ccc([N+](=O)[O-])cn1
    -37%	-11%	-1	0	?	18%	12%	-16%	-4%
> COc1ccc(/C=N/NC(=S)Nc2cc(S(=O)(=O)N3CCOCC3)ccc2N2CCOCC2)cc1O
    -16%	7%	9	2	?	-17%	-32%	17%	-5%
> O=C(c1cccs1)N1C[C@H](n2cc(-c3ccc(F)cc3)nn2)[C@@H](O)C[C@@H]1c1ccc(Cl)cc1
    -24%	?	20	7	0%	?	-12%	4%	0%
> COc1ccc(N=C2CCS(=O)(=O)c3sccc32)cc1
    -6%	-8%	9	8	-1%	?	4%	7%	27%
> O=c1[nH][nH]c(-c2ccccc2)c1C=Nc1ccc(C(F)(F)F)cc1
    i	-6%	8	0	13%	-3%	0%	-1%	-11%
> O=S(=O)(c1ccccc1)N1CCC(O)(CSc2ccc(Cl)cc2)CC1
    -34%	-20%	-3	7	23µM*	?	10%	0%	-2%
> CCOc1ccc(-n2c(SC)nc3c(c2=O)SCC3)cc1
    -31%[inhibitor]	0%	-11	-6	-1%	0%	4%	-7%	-1%
> O=[N+]([O-])c1cc(Cl)ccc1NCCNc1ncc(C(F)(F)F)cc1Cl
    i	6%	-13	2	?	0%	5%	-2%	-5%
> CC(C)C(C(=O)Nc1ccc2c(c1)OCCO2)N1C(=O)c2ccccc2C1=O (stereo not drawn)
    i	?	4	-1	23%	-16%	-19%	-4%	2%
> COc1ccc(-c2cc(C(=O)NCCN3CCOCC3)c3cc(C(C)C)ccc3n2)cc1
    i	3%	7	-1	10%	14%	5%	14%	2%
> COc1cccc(N=Cc2c(O)n(-c3cccc(C)n3)c(=O)c3ccccc23)c1
    -18%[57.5 µM]	-30%	32	2	?	1%	-20%	-3%	4%
> O=C(Cc1ccccn1)c1ccncc1
    -67%[inhibitor]	-12%	-4	-7	?	6%	1%	0%	1%
> CC(=O)OCCC(C)C
    15%	-13%	0	-31	?	10%	1%	6%	-3%
> CCOC(=O)c1c(C)[nH]c(C)c1C(=O)COC(=O)c1nc2nccc(C)n2n1
    i	1%[9.22 µM]	5	8	-1%	46%[activator]	-5%	2%	-1%
> CCCN(CCC)S(=O)(=O)c1ccc2c(c1)N(CC(=O)NCc1ccc(F)cc1Cl)C(=O)CS2
    -31%[inhibitor]	-18%	/	-7	3%	?	-16%	/	/
> CN(C)S(=O)(=O)N(CC(=O)N1CCOCC1)c1ccccc1
    i	0%	-52*	-7	-7%	3%	5%	-2%	-13%
> CN1CCN(C(=S)C(=O)NCc2ccccc2)CC1
    i	11%[9.22 µM]	-3	1	-2%	17%	1%	0%	0%
> N#CCCn1cc(C(=O)O)c(-c2cc3ccccc3o2)n1
    -1%	13%	-4	5	0%	4%	12%	-1%	-5%
> CCCCn1c(=O)c(CCC(=O)OCC(=O)NC(=O)NCCOC)nc2ccccc21
    i	-11%[0.397 µM]	15	28	-15%	95%[activator]	5%	12%	6%
> Cc1ccc(S(=O)(=O)N2CCCc3cc(NS(=O)(=O)c4ccc(C)c(C)c4)ccc32)cc1
    -17%	18%[9.22 µM]	/	5	?	?	-1%	/	/
> Cc1ccc(-c2cccc(C3CC=CC4C3C(=O)N(Cc3ccccc3)C4c3cc(C)ccc3F)c2)cc1 (stereo not drawn)
    -39%[inhibitor]	11%	0	10	7%	4.5µM*	-20%	-4%	-16%
> COc1ccc(C2C=C(c3ccc(Br)cc3)Nc3nnnn32)c(OC)c1 (stereo not drawn)
    -51%[inhibitor]	16%	/	-19	/	-2%	102%[activator]	/	7%
> O=[N+]([O-])c1ccccc1/C=C/C=N/n1c(-c2ccccc2F)n[nH]c1=S
    -10%	?	-16	-15	6%	27%	2%	6%	8%
> COc1ncnc2c1N=C1CC(C)(C)CC(N)=C1S2
    i	-19%	6	2	0%	0%	-8%	7%	0%
> C=CCNC(=O)c1cc(-c2ccc3c(c2)OCO3)on1
    -25%	4%	-5	-10	28%	?	-2%	-3%	-1%
> Cc1c(C(=O)Nc2ccc(S(=O)(=O)N(C)C3CCN(C)CC3)cc2)oc2ccccc12
    i	6%	-19	-20	21µM*	?	?	-24%	-3%
> COc1ccc(CCNC(=O)CSc2nnc(C(C)N(C)C)n2Cc2ccccc2)cc1OC (stereo not drawn)
    i	0%	7	-2	-20%	15%	8%	6%	-1%
> COc1ccc(OC(=O)c2cccc(S(=O)(=O)N3CCCC3)c2)cc1
    i	6%	8	18	-2%	-2%	-6%	28%	-18%
> O=C(CN1CCCC(O)C1)N1c2ccccc2Sc2ccc(C(F)(F)F)cc21 (stereo not drawn)
    -7%	15%	-20	-1	-5%	?	-4%	9%	2%
> COc1ccc(S(=O)(=O)NCCCO)cc1-c1nnc2c3ccccc3c(C)nn12
    i	-3%	/	2	-2%	62%[activator]	-2%	-5%	-4%
> O=C(NCCc1cnc[nH]1)c1ccc(-c2ccccc2)cc1
    19%	-12%	-3	-3	-34%	20%	-11%	-6%	2%
> O=CN(CCNc1ccccc1)c1ccccc1
    i	3%	34	6	?	18%	-1%	12%	-3%
> O=C(Cc1ccccc1)Nc1cccc(-c2nnc(-c3ccco3)o2)c1
    i	20%	55	9	-9%	-22%	-4%	3%	-3%
> COc1ccc(C(=O)C[n+]2ccc3c(c2)nnn3-c2ccccc2)cc1
    -17%	0%[9.22 µM]	-13	-25	5%	-4%	7%	-4%	6%
> Cc1cccc(Cn2c(-c3ccccc3)nc3ccccc32)c1
    -22%	14µM*	/	-13	0%	?	-14%	/	/
> O=C(C[n+]1ccccc1)N/N=C/c1ccc(Cl)c(Cl)c1
    -40%[inhibitor]	-6%	-24	-25	-9%	?	1%	-6%	1%
> C/C(=N/NC(=O)CN1CCN(Cc2ccccc2Cl)CC1)c1cccs1
    -3%	-10%	6	-7	?	-27%	-3%	1%	-9%
> O=C(Cn1c(=O)oc2cc(S(=O)(=O)N3CCCC3)ccc21)NC1CCCCC1
    -15%	7%	6	-3	-1%	-12%	2%	-4%	4%
> Cc1ccc(N2CN(Cc3cccnc3)CNC2=S)c(C)c1
    i	-10%	10	0	?	9%	2%	0%	2%
> CCC(CO)NS(=O)(=O)c1cc(-c2nn(C)c(=O)c3ccccc23)ccc1C (stereo not drawn)
    i	-13%	-11	-1	10%	83%[activator]	-5%	23%	0%
> Cc1cc(C)nc(SCCn2c(N3CC(C)OC(C)C3)nc3c2c(=O)n(C)c(=O)n3C)n1 (stereo not drawn)
    0%	23%	9	3	?	-11%	1%	2%	4%
> CCN(CC)S(=O)(=O)c1cc(NC(=O)COC(=O)Cn2cnc3ccccc32)ccc1C
    -9%	24%	2	3	5%	8%	21%	-5%	-7%
> CC(C)CN(C(=O)COC(=O)c1ccc(Cl)c(N)c1)c1c(N)n(Cc2ccccc2)c(=O)[nH]c1=O
    13%	8%	1	1	10%	-19%	4%	-22%	-1%
> Cc1csc(=O)n1CC(=O)OC(C)C(=O)Nc1cccc(Cl)c1 (stereo not drawn)
    i	-22%	10	0	26%	7%	-2%	7%	9%
> COc1ccccc1NC(=O)CSc1nnc(-c2ccco2)n1N
    -20%	-4%	-7	5	-6%	6%	0%	3%	-4%
> CC(=O)c1c(C)oc2ccc(N(C(C)=O)S(=O)(=O)c3cccc([N+](=O)[O-])c3)cc12
    -40%[inhibitor]	7%	7	3	-6%	?	-1%	-2%	3%
> CCOC(=O)N1CCN(C(=O)CCCn2nnnc2CN2CCC(C)CC2)CC1
    -20%	-10%	-26	7	-16%	0%	1%	-5%	-2%
> Cc1sc(NC(=O)c2ccc3ncsc3c2)c(C(N)=O)c1C
    i	?	12	10	16%	57%[activator]	11%	2%	14%
> CCN(CC(=O)Nc1cccc(OC)c1)C(=O)C1CCN(C(=O)Nc2ccccc2)CC1
    i	19%	21	-6	-2%	3%	7%	-5%	-3%
> COc1ccc(CNC(=O)c2ccc(CS(=O)(=O)c3ccccc3C)o2)cc1
    -17%	19%	-7	4	-11%	-16%	-15%	6%	-2%
> O=C(COC(=O)/C=C/c1ccco1)Nc1ccc(F)cc1Cl
    i	5%[9.22 µM]	-3	4	?	12%	2%	13%	0%
> O=C(c1ccco1)N1CCN(c2ccc([N+](=O)[O-])cc2Cl)CC1
    -13%	14µM*	-2	1	?	23%	-3%	20%	2%
> COc1ccc(C(=O)NCCn2cc(SCc3cccc(F)c3)c3ccccc32)cc1OC
    -40%[inhibitor]	21%	/	8	?	?	-11%	-5%	/
> COc1ccc(OCCn2c(C3CC(=O)N(c4ccc(F)cc4)C3)nc3ccccc32)cc1 (stereo not drawn)
    -46%[inhibitor]	-24%	/	-8	12%	1%	26%	/	/
